OXTR potentiator = potentiates the human oxytocin receptor response; 0.061% of 320,000 active; activation, % at 3 µM; CHO-OTR cells, Fluo-8 calcium fluorescence, potentiator mode; 0% = oxytocin EC15, 100% = EC100; P30559;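 active = activation above that plate's cutoff, the mean activation of tested compounds plus 3 SD, cut at about 6.6% in these data, passing the limit was not always enough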;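 note: 100% uses oxytocin at 75 nM as the full agonist control; some results filed as inactive read as strong as hits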
Target sequence (P30559 whole entry, looked up): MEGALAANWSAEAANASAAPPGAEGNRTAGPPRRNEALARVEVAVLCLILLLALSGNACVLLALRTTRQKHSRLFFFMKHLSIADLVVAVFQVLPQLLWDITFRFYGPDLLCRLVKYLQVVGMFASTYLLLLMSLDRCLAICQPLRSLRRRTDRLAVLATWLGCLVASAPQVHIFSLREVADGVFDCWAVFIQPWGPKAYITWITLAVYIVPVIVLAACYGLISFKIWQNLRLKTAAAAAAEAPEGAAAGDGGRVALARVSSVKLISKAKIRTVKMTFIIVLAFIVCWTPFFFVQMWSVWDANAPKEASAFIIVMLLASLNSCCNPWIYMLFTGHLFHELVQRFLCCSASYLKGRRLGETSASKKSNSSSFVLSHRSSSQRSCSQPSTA
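assay system = CHO-OTR cells, human receptor | schedule = compound 6 min at room temperature before oxytocin, 100 s read | detection = Fluo-8 intracellular calcium fluorescence, ex 470-495, em 515-575 nm | evaluation = normalized max/min fluorescence ratio, % activation | control set = EC15 oxytocin alone as 0%, 75 nM oxytocin (EC100) as 100%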
CHO-K1 Ca ag = M1 agonist counterscreen hit in parental CHO-K1 cells. activation, % at 3 µM. Fluo-8 calcium fluorescence; scaled to maximal ATP response, vehicle zero. 0.48% of 360,000 active. AID 602248; in the data active = activation above about 15%;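 note: untransfected CHO-K1 host cells lacking M1 receptor as counterscreen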
CHO-K1 Ca antag = M1 antagonist counterscreen hit in parental CHO-K1 cells; ATP-induced calcium, Fluo-8 fluorescence; inhibition, % at 3 µM; 0.6% of 360,000 active;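 active = inhibition above a per-plate cutoff, the plate's mean sample inhibition plus 3 SD, cut at about 24% in these data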;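 note: 0% = DMSO plus EC80 ATP and 100% = DMSO alone without ATP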
TAAR1 antag = human TAAR1 antagonism; CHO RD-HGA16 TAAR1, Fluo-8 calcium fluorescence, antagonist; inhibition, % at 3 µM; 1.5% of 360,000 active; AID 624466;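 active = inhibition above a per-plate cutoff, the mean inhibition of test compounds on that plate plus 3 SD, cut at about 49% in these data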;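 note: 0% = DMSO plus EC80 beta-PEA response and 100% = DMSO alone without agonist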
Target sequence (Q96RJ0 whole entry, looked up): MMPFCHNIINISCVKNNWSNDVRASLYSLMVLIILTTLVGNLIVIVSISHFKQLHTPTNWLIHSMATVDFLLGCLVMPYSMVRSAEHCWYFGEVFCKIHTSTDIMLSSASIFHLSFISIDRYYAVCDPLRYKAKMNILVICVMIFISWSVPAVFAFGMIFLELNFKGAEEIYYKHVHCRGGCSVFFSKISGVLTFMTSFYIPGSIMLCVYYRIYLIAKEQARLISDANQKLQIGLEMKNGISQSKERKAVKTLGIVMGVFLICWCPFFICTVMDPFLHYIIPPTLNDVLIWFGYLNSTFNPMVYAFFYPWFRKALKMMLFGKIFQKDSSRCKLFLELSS
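Test system: hTAAR1-expressing CHO RD-HGA16 cells, Gα16-coupled; Probe or stimulus: EC80 β-phenethylamine stimulus; Compound dosing: single nominal final test compound concentration of 3 µM; Timing: 140 s kinetic read after compound, 140 s after agonist; Signal: Fluo-8 calcium-sensitive fluorescence; Measure: % inhibition of agonist calcium response; Controls: DMSO and EC80 PEA controls.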
TAAR1 agonist = agonists of human TAAR1; Q96RJ0; CHO RD-HGA16 TAAR1, Fluo-8 calcium fluorescence; vehicle wells 0%, saturating PEA agonist 100%; activation, % at 3 µM; 0.99% of 360,000 active; AID 624467;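 active = activation above the mean activation of all test compounds in the run plus 3 SD, cut at about 38% in these data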
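System: CHO-derived RD-HGA16 cells with stable Gα16 and human TAAR1 / Times: 17-24 h plating, Fluo-8 75 min 37 °C, 30 min RT / Technique: calcium-sensitive Fluo-8 signal, excitation 470-495, emission 515-575 nm / Measure: % activation relative to PEA EC100 response / Benchmarks: DMSO and PEA EC100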
CHO-K1 Ca PAM = nonselective activator or artifact in parental CHO-K1 calcium assay; activation, % at 3 µM; ATP EC20, Fluo-8 calcium fluorescence; 0% at ATP EC20, 100% at ATP max; 0.02% of 360,000 active; AID 602247;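 active = activation above the run cutoff, the mean activation of all test compounds plus 3 SD, cut at about 40% in these data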;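 note: peak over basal fluorescence ratio in a 140 s read after ATP addition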
M1 ag = activates human CHRM1 receptor; AID 588814; CHO-K1 hM1, Fluo-8 calcium fluorescence, agonist mode; 0% DMSO, 100% acetylcholine EC100; activation, % at 3 µM; 0.33% of 360,000 active;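 active = activation above the run's mean compound activation plus 3 SD, cut at about 16% in these data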;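 note: peak over basal fluorescence ratio within a 140 s kinetic read after compound addition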
V1R ag counter = activates human V1a receptor in oxytocin agonist counter-screen. P37288. CHO-V1R cells, Fluo-8 calcium fluorescence, agonist mode; 0% DMSO, 100% 3 nM vasopressin. activation, % at 3 µM. 0.25% of 320,000 active. AID 2797;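 active = activation above the mean activation of all tested compounds plus 3 SD, per screening run, cut at about 20% in these data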;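 note: signal is peak over basal fluorescence ratio across a 100 second FLIPR read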
CHO parental Ca = signal in parental CHO cells, OX1R antagonist counter-screen | parental CHO-K1, ATP-induced calcium, Fluo-8 fluorescence | inhibition, % at 5.6 µM | 0.63% of 330,000 active;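 active = inhibition above that plate's mean sample inhibition plus 3 SD, cut at about 26% in these data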;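 note: 0% = ATP-challenged DMSO wells and 100% = DMSO wells without ATP; some compounds past the cut are filed as inactive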
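Assay system: untransfected parental CHO cell line. Also added: ATP agonist challenge. Dosing: one dose, 5.6 µM nominal. Measured by: Fluo-8 fluorescence. Read-out: % inhibition. Benchmarks: ATP wells versus no-ATP DMSO wells. Repeats: no replicates.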
* hit, by the source's call; x = not tested or not shown.

SMILES	OXTR potentiator	CHO-K1 Ca ag	CHO-K1 Ca antag	TAAR1 antag	TAAR1 agonist	CHO-K1 Ca PAM	M1 ag	V1R ag counter	CHO parental Ca
COC(CNC(=O)c1ccc(CS(=O)(=O)c2ccc(Br)cc2)o1)OC	-6	0.3	-9	-6	7	3	-2	2.8	-3
Cc1ccc(Cl)cc1N1CCN(Cc2nc3c(c(=O)[nH]c(=O)n3C)n2CCc2ccccc2)CC1	-22	1.1	-13	-60	2	21	-3	-0.4	-21
CCOc1ccc(/C(O)=C2\C(=O)C(=O)N(c3ccc(OC)cc3)C2c2ccccc2[N+](=O)[O-])cc1 (centres undefined)	-12	0.5	-3	-22	-2	15	-7	-0.3	-6
Cc1cccc(C(=O)NC(NC(=S)Nc2ccc(S(N)(=O)=O)cc2)C(Cl)(Cl)Cl)c1 (centres undefined)	-10	1.3	-5	2	0	20	-7	-0.2	3
O=C1c2ccccc2C(=O)N1CCCON1C(=O)c2ccccc2C1=O	2	1.4	-11	9	-1	25	-10	0.5	4
Cc1nnc(SCc2ccc3c(c2)OCO3)s1	3	0.1	-5	21	3	0	-7	0.1	4
Cc1ccc2c(c1)C(CCN)C(=O)N2Cc1ccccc1 (centres undefined)	-26	0.2	-3	6	13	8	-3	-0.1	1
CCN(C(=O)COC(=O)/C=C/c1c(C)nn(-c2ccccc2)c1C)C1CCS(=O)(=O)C1 (centres undefined)	-1	0.4	-2	-10	1	-11	-3	1.6	-12
CCOc1cccc(C(=O)NC(=S)Nc2cccc(NC(=O)c3ccccc3Cl)c2)c1	-10	0.4	11	40	15	2	-4	0.9	-2
O=C(COC(=O)[C@H](Cc1ccccc1)NC(=O)c1cccs1)NC1CCCCC1	-6	2.1	-2	7	4	2	-3	-0.2	-16
CC(=O)/C(=N/Nc1ccc([N+](=O)[O-])cc1)N1CCCc2ccccc21	0	0.6	-15	-2	3	22	-3	0.9	0
CCOC(=O)c1cc(CC)sc1NC(=O)CSc1nc2ccccc2c(=O)n1Cc1ccco1	-7	1.2	-11	8	0	21	-5	0.6	-6
COc1ccc(C(=O)COC(=O)/C=C/c2ccco2)cc1F	-2	2.2	-6	0	4	14	-4	0.9	7
CC(C)c1ccc(-c2nc(N3CCCC3)nc3n[nH]c(N)c23)cc1	-17	-0.5	16	-13	8	-28	2	-0.1	-10
CCCOC(=O)c1ccc(Oc2cn[nH]c2-c2ccc(O)cc2O)cc1	-12	4.7	3	7	6	5	5	2.8	13
CN(CC(=O)Nc1ccccc1Cl)C1CCCCC1	-2	-0.4	7	-17	9	-10	-4	-0.7	-3
Cc1ccc(SCc2cn3cc(Cl)ccc3n2)cc1	-9	0.4	-21	14	-1	-1	-5	-1.5	-20
Cn1ccc(/C=N/N=C2/NC(=O)CS2)n1	-6	0.3	3	-16	6	16	4	1.2	-7
O=C(CN(C(=O)c1csnn1)c1ccc(Cl)cc1)NCc1ccc2c(c1)OCO2	-11	0.6	1	2	-2	-4	-2	5.2	-12
CC(C)=CCN1CCN(Cc2cccn2-c2ncccn2)CC1CCO (centres undefined)	-1	1.2	-14	-9	4	18	-1	2.0	0
CC(C)(C)C(=O)Cn1nnc(-c2ccc(C(F)(F)F)cc2)n1	-4	0.2	-7	14	12	12	-5	-1.8	-5
COc1ccccc1-c1cc(C(=O)Nc2cccnc2)no1	-6	0.3	-8	7	5	15	-5	5.7	-28
COc1ccc(NC(=O)C[C@H]2C(=O)N(CCc3ccccc3)C[C@@H]2c2ccc(OC)cc2)cc1	x	0.3	-8	6	21	-2	-3	x	x
CCSc1nnc(NC(NC(=O)c2ccco2)(C(F)(F)F)C(F)(F)F)s1	2	0.5	-14	7	-3	18	-4	0.1	-7
Cc1oc(S(=O)(=O)N2CCCCC2)cc1NC(=O)Nc1ccc(F)cc1	-9	11	10	-5	23	-17	5	7.5	10
O=C(NCCNC(=O)c1cccc(O)c1)c1cccc(O)c1	-2	-0.1	-9	-13	2	0	-1	0.3	-10
CC(C)CNC(=S)NC(=O)c1ccc(Cl)cc1	-3	-0.2	0	-24	1	11	-7	-0.7	-14
Cc1ccc(N2CC(C(=O)N3CCC(C(=O)Nc4nnc(C(C)(C)C)s4)CC3)CC2=O)cc1 (centres undefined)	2	-0.1	-18	-2	-1	24	-11	-0.7	-33
Cc1cc(NC(=O)CSc2nnc(Cn3c(=O)sc4ccccc43)n2-c2ccccc2C)no1	-13	-0.1	4	-18	-1	4	0	-0.2	-6
CCOC(=O)c1nc(Nc2cccc(C)c2)c2ccccc2n1	0	1.5	-3	15	4	7	-2	-0.2	-8
COc1ccc(N2C(=O)CC(Nc3cccc(C(C)=O)c3)C2=O)cc1OC (centres undefined)	-5	0.8	0	5	9	18	-4	-0.2	-13
CCC(=O)c1ccc(OCC(O)CN2CCc3ccccc3C2)cc1 (centres undefined)	-7	0.8	-12	-13	4	12	-10	0.7	-20
COc1cccc(NC(=O)CN2C(=O)CSc3ccc(S(=O)(=O)N4CCCCC4)cc32)c1	1	1.3	-19	-13	-2	15	-4	2.4	-15
O=C(NC1CCCC1)C1CCC(CNS(=O)(=O)c2ccccc2)CC1 (centres undefined)	2	1.5	-12	-26	10	10	-2	1.0	-5
COc1cccc(-n2nnnc2SCC(=O)Nc2cccc(NC(C)=O)c2)c1	-9	3.7	-16	-1	5	4	4	6.5	-11
N#Cc1cnc(=S)n(-c2cc(C(F)(F)F)cc(C(F)(F)F)c2)c1N	x	1.4	-11	-4	4	14	1	x	x
CCC1Oc2ccccc2N(CC(=O)NCCCN2CCC(C)CC2)C1=O (centres undefined)	5	0.0	-12	12	10	1	-12	-0.4	-8
Cc1c(C(=O)Nc2cccc(Oc3ccccc3)c2)sc(=O)n1Cc1ccc(F)cc1	x	0.8	-6	9	1	19	0	x	x
C#CCOCCOCCOCCNc1nc(N2CCN(C(=O)[C@H](CCCN=C(N)N)n3cc(C(N)[C@@H](C)CC)nn3)CC2)nc(N2CCN(C(=O)[C@H](CCC(=O)O)n3cc([C@@H](N)CC(N)=O)nn3)CC2)n1 (some centres undefined)	-6	0.5	-12	-4	0	19	3	0.1	-15
O=C1OCc2ccc(NC(=O)C3CCCCC3)cc21	-5	0.0	-14	-4	15	3	3	0.7	-6
Cc1cccc(/C=N/NC(=O)c2ccc(Br)cc2)c1	-2	17*	7	6	1	15	-7	-0.8	-1
CCCCc1ccc(/C(C)=N/Nc2cc(N3CCOCC3)nc(C)n2)cc1	-5	0.8	-1	-11	1	10	-3	-0.8	-12
COc1cc(Br)cc(/C=N/c2ncn[nH]2)c1O	-1	0.1	-4	x	x	15	0	0.7	3

A section of the results above, as a working copy:
SMILES	OXTR potentiator	CHO-K1 Ca ag	CHO-K1 Ca antag	TAAR1 antag	TAAR1 agonist	CHO-K1 Ca PAM	M1 ag	V1R ag counter	CHO parental Ca
COc1ccc(NC(=O)C[C@H]2C(=O)N(CCc3ccccc3)C[C@@H]2c2ccc(OC)cc2)cc1	x	0.3	-8	6	21	-2	-3	x	x
CCSc1nnc(NC(NC(=O)c2ccco2)(C(F)(F)F)C(F)(F)F)s1	2	0.5	-14	7	-3	18	-4	0.1	-7
Cc1oc(S(=O)(=O)N2CCCCC2)cc1NC(=O)Nc1ccc(F)cc1	-9	11	10	-5	23	-17	5	7.5	10
O=C(NCCNC(=O)c1cccc(O)c1)c1cccc(O)c1	-2	-0.1	-9	-13	2	0	-1	0.3	-10
CC(C)CNC(=S)NC(=O)c1ccc(Cl)cc1	-3	-0.2	0	-24	1	11	-7	-0.7	-14
Cc1ccc(N2CC(C(=O)N3CCC(C(=O)Nc4nnc(C(C)(C)C)s4)CC3)CC2=O)cc1 (centres undefined)	2	-0.1	-18	-2	-1	24	-11	-0.7	-33

Part of the list above in order of length of the SMILES, smallest number first:
SMILES	OXTR potentiator	CHO-K1 Ca ag	CHO-K1 Ca antag	TAAR1 antag	TAAR1 agonist	CHO-K1 Ca PAM	M1 ag	V1R ag counter	CHO parental Ca
O=C(NC1CCCC1)C1CCC(CNS(=O)(=O)c2ccccc2)CC1 (centres undefined)	2	1.5	-12	-26	10	10	-2	1.0	-5
Cc1cc(NC(=O)CSc2nnc(Cn3c(=O)sc4ccccc43)n2-c2ccccc2C)no1	-13	-0.1	4	-18	-1	4	0	-0.2	-6
Cc1ccc(N2CC(C(=O)N3CCC(C(=O)Nc4nnc(C(C)(C)C)s4)CC3)CC2=O)cc1 (centres undefined)	2	-0.1	-18	-2	-1	24	-11	-0.7	-33

Screening data: PubChem BioAssay, The Scripps Research Institute Molecular Screening Center

No enrichment for hits, and some 3.3% of all compounds hit somewhere here.
